From PubChem
MazEF act = increases E. coli MazEF RNase cleavage of RNA; P0AE70; FAM/BHQ RNA-DNA oligo cleavage fluorescence, 5 h; activation, % at 20 µM; hit rate 0.32% among 350,000; in the data active = activation above about 50%
Target sequence (P0AE70 whole entry, looked up): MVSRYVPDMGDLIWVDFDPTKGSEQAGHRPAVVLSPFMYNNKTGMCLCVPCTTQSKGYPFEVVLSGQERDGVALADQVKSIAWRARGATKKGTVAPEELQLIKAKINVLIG
CCHFV vOTU inh = CCHFV vOTU protease inhibition | Pep-AMC fluorescence | inhibition, % at 11.5 µM | hit rate 0.55% among 370,000 | AID 651958; also: 0% = vehicle wells with enzyme and 100% = no enzyme wells
GDH-TPI inh = GDH-TPI coupled enzyme inhibition counter-screen. GDH-TPI coupled enzyme counterscreen, NADH absorbance. inhibition, % at 4.8 µM. hit rate 1.2% among 360,000;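 also: 0% = DMSO wells and 100% = wells lacking the enzyme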
DUSP3 inh = inhibitors of human VHR1 phosphatase (DUSP3). P51452. recombinant VHR phosphatase, pNPP absorbance. inhibition, % at 13.3 µM. hit rate 0.52% among 290,000; in the data active = inhibition above about 50%; also: some compounds called inactive have numbers as strong as hits
BioA inh = blocks M. tuberculosis BioA enzyme activity; inhibition, % at 9.99 µM; purified M. tuberculosis BioA enzyme, plate reader; AID 602481; hit rate 0.096% among 360,000; in the data active = inhibition above about 40%; inconclusive = no clear call, values can overlap the other calls
Mtb FBA inh = inhibits M. tuberculosis FBA enzyme; inhibition, % at 1 µM; hit rate 2.3% among 360,000; P9WQA3; purified M. tuberculosis FBA, fluorescence read-out; in the data active = inhibition above about 27%;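 also: 0% = vehicle and 100% = reference inhibitor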
Mtb UGM inh = inhibitors of M. tuberculosis UDP-galactopyranose mutase. purified UGM, fluorescence polarization probe displacement. AID 504406. hit rate 0.06% among 320,000. inhibition, % at 10 µM. P9WIQ1; in the data active = inhibition above about 10%, passing the limit was not always enough; inconclusive = no clear call, values can overlap the other calls
Target sequence (P9WIQ1 whole entry, looked up): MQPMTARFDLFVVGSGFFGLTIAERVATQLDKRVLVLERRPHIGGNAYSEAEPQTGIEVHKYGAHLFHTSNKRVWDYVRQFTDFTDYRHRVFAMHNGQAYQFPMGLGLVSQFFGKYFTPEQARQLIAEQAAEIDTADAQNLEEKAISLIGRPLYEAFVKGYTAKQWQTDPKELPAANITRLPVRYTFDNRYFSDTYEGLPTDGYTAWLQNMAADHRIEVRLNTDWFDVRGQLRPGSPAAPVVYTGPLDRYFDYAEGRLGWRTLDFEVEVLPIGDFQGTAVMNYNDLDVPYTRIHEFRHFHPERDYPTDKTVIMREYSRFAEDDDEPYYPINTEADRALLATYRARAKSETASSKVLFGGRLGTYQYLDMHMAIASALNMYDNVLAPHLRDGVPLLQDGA
FadD28 FP inh = inhibitors of Mycobacterium tuberculosis FadD28 bisubstrate binding; inhibition, % at 12.5 µM; hit rate 0.22% among 360,000; FadD28 bisubstrate probe binding, fluorescence polarization; in the data active = inhibition above about 8.5%, passing the limit was not always enough; inconclusive = no clear call, values can overlap the other calls
Rv3671c protease = Rv3671c (M. tuberculosis) protease inhibition; inhibition, % at 5.96 µM; hit rate 0.048% among 320,000; in the data active = inhibition above about 38%;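 also: extracellular domain of Rv3671c used as enzyme; 0% = enzyme with DMSO and 100% = no enzyme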
Target sequence (P9WHR9 whole entry, looked up, the tested form may be a part): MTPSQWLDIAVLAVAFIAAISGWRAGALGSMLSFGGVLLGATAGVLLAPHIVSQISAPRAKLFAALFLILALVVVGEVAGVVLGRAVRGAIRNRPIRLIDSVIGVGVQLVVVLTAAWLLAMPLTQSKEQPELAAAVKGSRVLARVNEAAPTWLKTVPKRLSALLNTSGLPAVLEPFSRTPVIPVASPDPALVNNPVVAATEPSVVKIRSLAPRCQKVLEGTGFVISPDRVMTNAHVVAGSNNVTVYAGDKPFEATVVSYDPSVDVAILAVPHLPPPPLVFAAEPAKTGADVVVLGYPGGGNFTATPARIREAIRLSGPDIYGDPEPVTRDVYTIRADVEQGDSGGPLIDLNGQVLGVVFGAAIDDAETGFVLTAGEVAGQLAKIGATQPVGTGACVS
BoNT F protease = blocks Botulinum neurotoxin F light chain protease. Multiplex microsphere protease cleavage assay, flow cytometry. inhibition, % at 10 µM. hit rate 0.22% among 360,000; in the data active = inhibition above about 35%, passing the limit was not always enough; inconclusive = no clear call, values can overlap the other calls; also: plate controls were buffer without enzyme for full effect and enzyme alone for no effect
Starred values were filed as active, the others as inactive; ? = inconclusive; . = no result given; & = joins results of further samples. Rule as the data show it, unless noted: active = inhibition above about 30%; inactive = the rest.

SMILES,Mtb FBA inh,BioA inh,Rv3671c protease,MazEF act,DUSP3 inh,FadD28 FP inh,CCHFV vOTU inh,BoNT F protease,Mtb UGM inh,GDH-TPI inh
COc1ccc(NC(=O)c2ccccc2OCc2ccc(F)cc2)c(OC)c1,0,-1.8,0,-3,40,-3.0,5,-7,-0.9,-1
COC(=O)c1ccccc1NC(=O)C1=CC(c2cccs2)=NS(=O)(=O)N1C,-1,3.2,5,-6,25,-2.8,10,-8,4.4,17
Cc1cccc(CC(=O)N2CCOCC2)c1,0,-0.7,-2,9,9,0.5,-5,16,-1.3,9
O=C(/C=C/c1ccccc1[N+](=O)[O-])NCCN1C(=O)S/C(=C\c2ccc(F)cc2)C1=O,0,-0.6,-3,16,20,-3.7,4,2,2.7,1
CCN(CC)CCn1c2c(c(SCC(=O)Nc3ccc(C(C)C)cc3)nc1=O)CCCC2,4,-0.1,5,14,.,-1.6,5,9,0.8,1
COc1ccc(N2CCN(CCNC(=O)Nc3ccc(C)c(Cl)c3)CC2)cc1,0,0.7,8,7,17,1.1,4,-25,1.0,6
C#CCN1C=CC(=O)[C@@H](OC(=O)Nc2ccc(C)cc2)[C@H]1c1ccccc1Br,0,1.9,.,1,.,-5.7,5,0,.,28
N#CCCSCc1ccc2oc(C(=O)O)cc2c1,1,-0.7,-1,-3,-12,-3.7,-9,18,1.7,4
S=c1[nH]nc(-c2ccc(Cl)cc2)n1CCCN1CCOCC1,3,.,-2,-1,23,-2.6,4,-3,-0.6,-5
CCCN(Cc1ccco1)S(=O)(=O)c1ccc(OC)c(OC)c1,2,.,-3,4,17,-2.8,-9,?,-1.7,3
O=C(Nc1ccc(N2CCCC2)cc1)c1ccc([N+](=O)[O-])cc1Cl,-1,.,-7,1,-5,-1.3,5,-8,-0.5,15
COc1ccc(OC)c(NC(=O)C2CC(=O)N(CCc3ccccc3)C2)c1 (stereo not drawn),1,.,7,11,29,0.9,-11,-13,-0.7,6
CC(=O)c1ccc(N2CCN(C(=O)C3CCN(S(=O)(=O)Cc4ccccc4)CC3)CC2)cc1,2,-1.4,5,-7,-8,-0.1,7,-16,0.8,20
CCCc1[nH]nc2c1C1(C(=O)N(C(C)C)c3ccccc31)C(C#N)=C(N)O2 (stereo not drawn),0,-0.6,-1,2,18,-3.4,0,-2,3.1,-2
COCc1c(C(=O)N/N=C(\C)c2ccncc2)nnn1-c1nonc1N,2,.,3,3,2,-0.6,3,-3,-1.7,2
COCC(=O)N1C[C@H]2CON(C)[C@H]2C[C@H]1c1cccc(-c2ccc(C#N)cc2)c1,-1,1.5,.,-8,.,0.5,-9,-6,.,3
Cc1ccc(N=C2S/C(=C/c3cccc(OCC(=O)O)c3)C(=O)N2C)cc1C,-1,4.0,-15,2,-1,-24,-2,14,0.0,22
Cc1ccc(OCCOCCOc2ccc(Br)cc2/C=N\NC(=O)c2ccncc2)cc1,-1,2.5,-85,-2,40,-19,11,0,0.0,9
CS(=O)(=O)N1CCC(C(=O)Nc2ccc3c(c2)OCCO3)CC1,2,.,14,2,0,0.1,-13,-9,0.2,15
Cc1ccc(NC(=O)C(=O)NCCOc2ccccc2Cl)cc1,-2,0.9,0,-2,5,-0.4,5,-2,-1.1,3
CN(n1cnc2ccccc2c1=O)S(C)(=O)=O,0,-0.6,4,6,10,-0.4,2,?,-0.7,14
CCCc1nnc(NC(=O)Nc2ccccc2OC)s1,0,-2.6,-2,3,13,-3.0,1,11,-0.5,10
O=C(CSCC(=O)N1CCCCC1)OCC(=O)c1c[nH]c2ccccc12,-1,-1.1,3,9,-12,-0.9,-6,18,-2.4,5
CC(C)Cc1c(O)nc(SCC(=O)Nc2ccc3c(c2)CCC3)[nH]c1=O,-1,.,-2,6,35,-2.3,14,1,1.0,9
COc1ccccc1NC(=S)N(CCCN1CCOCC1)Cc1cn(C)c2ccccc12,0,.,4,-6,0,-0.7,-6,-12,-2.4,7
O=C(C1CCN(Cc2cccs2)CC1)N1CCN(Cc2ccc3c(c2)OCO3)CC1,-1,.,0,7,-17,-3.9,14,4,-2.2,4
COc1ccccc1CC(=O)N1CCN(c2ccc([N+](=O)[O-])cc2)CC1,-5,.,1,5,25,-0.3,12,0,-2.8,-2
CCc1c(O)nc(SCC(=O)N2CCCCC2)n(-c2ccccc2C)c1=O,2,.,8,-8,14,-0.9,.,3,-0.4,1
O=[N+]([O-])c1ccc(N2CCCCC2)s1,-37,3.1,-12,5,-25,-1.9,22,-7,2.4,-6
COc1ccc(C(=O)NC2CCCCC2)cc1S(=O)(=O)N1CCOCC1,1,.,2,2,17,-3.5,-10,-13,-1.6,-4

Remaining list, next part:
SMILES,Mtb FBA inh,BioA inh,Rv3671c protease,MazEF act,DUSP3 inh,FadD28 FP inh,CCHFV vOTU inh,BoNT F protease,Mtb UGM inh,GDH-TPI inh
O=C(Nc1ccc(NS(=O)(=O)c2ccccc2)cc1)c1cccnc1,6,52*,0,-10,16,3.5,0,0,0.9,4
O=c1cc(CSc2nnc(Nc3ccccc3F)s2)nc2sccn12,0,.,3,2,11,-2.1,-6,-5,-0.6,6
Cc1cc(C)cc(C(=O)NCC(=O)OCc2nc(N)nc(Nc3ccccc3C)n2)c1,-2,3.5,2,-3,.,-1.1,-10,1,0.3,7
O=C(NCCc1cccc(F)c1)C1CCN(S(=O)(=O)c2ccc(F)cc2)CC1,-2,-0.1,-6,5,2,1.3,-7,30,-3.1,1
COc1ccc(CC(=O)Nc2nnc(SCC(=O)NCc3ccco3)s2)cc1OC,-4,.,4,9,5,-3.2,-14,-4,-5.6,-12
CN1C(=O)C(=Cc2ccc(N3CCCCCC3)o2)C(=O)N(C)C1=S,-3,-3.0,-21,32,18,0.3,8,197*,-7.0,10
O=C(NC1CCCCC1)C1CCC(CNS(=O)(=O)c2ccccc2)CC1 (stereo not drawn),0,.,.,5,23,-4.0,-11,-6,1.0,-8
O=C(NCc1ccc(C(F)(F)F)cc1)C1CC(c2ccccc2C(F)(F)F)=NO1 (stereo not drawn),0,2.5,-4,6,15,-3.3,27,1,0.4,-5
CC(C)C(=O)c1c(C(C)C)nn2ccccc12,-5,-0.5,2,6,.,-2.8,5,-8,-0.2,5
COc1cccc(-c2nc(CS(=O)(=O)CC(=O)N3CCN(C)CC3)c(C)o2)c1,6,-2.6,-6,6,42,-1.0,-6,8,-0.5,3
Cc1csc(NC(=O)CSc2nnc(NC(=O)NC(C)(C)C)s2)n1,-4,-1.0,-4,3,.,12*,3,-9,-0.7,16
CCOC(=O)c1c(/N=C/c2c(O)n(-c3ccccc3F)c(=S)[nH]c2=O)sc2c1CCCC2,2,-0.5,-26,40,16,2.1,-2,24,-1.4,7
CC(=O)Nc1ccc(N(C(=O)CNC(=O)c2ccco2)C(C(=O)NCC2CCCO2)c2ccccc2)cc1 (stereo not drawn),1,.,0,3,26,-1.0,0,-2,0.2,1
CN1OC[C@@H]2CN(Cc3ccccc3)[C@H](c3cccc(-c4ccc(C#N)cc4)c3)C[C@@H]21,-1,-0.5,.,-19,.,-4.9,0,0,.,-5
Cc1ccc2nc(/C(C#N)=N/O)[nH]c2c1,3,1.0,7,5,-16,-1.1,9,11,-3.4,19
C#CCNC(=O)C1=C[C@@H](c2ccc(Br)cc2)C[C@@H](OCc2ccc(CO)cc2)O1,0,-1.1&1.0,4,2,-4,-16,-7,1,-2.2,-1
Oc1c(C(c2ccccc2)N2CCN(Cc3ccccc3)CC2)sc2ncnn12 (stereo not drawn),3,0.9,6,5,32,-1.0,2,-7,-1.5,-3
CN=C(NC#N)SCC(=O)c1ccc(Cl)cc1Cl,3,-0.9,-1,0,33,0.3,-2,-6,1.1,11

Exported with values under each structure: 14 of the compounds above.
Value order – Mtb FBA inh, BioA inh, Rv3671c protease, MazEF act, DUSP3 inh, FadD28 FP inh, CCHFV vOTU inh, BoNT F protease, Mtb UGM inh, GDH-TPI inh
O=C(Nc1ccc(NS(=O)(=O)c2ccccc2)cc1)c1cccnc1
 : 6, 52*, 0, -10, 16, 3.5, 0, 0, 0.9, 4
O=c1cc(CSc2nnc(Nc3ccccc3F)s2)nc2sccn12
 : 0, ., 3, 2, 11, -2.1, -6, -5, -0.6, 6
Cc1cc(C)cc(C(=O)NCC(=O)OCc2nc(N)nc(Nc3ccccc3C)n2)c1
 : -2, 3.5, 2, -3, ., -1.1, -10, 1, 0.3, 7
O=C(NCCc1cccc(F)c1)C1CCN(S(=O)(=O)c2ccc(F)cc2)CC1
 : -2, -0.1, -6, 5, 2, 1.3, -7, 30, -3.1, 1
COc1ccc(CC(=O)Nc2nnc(SCC(=O)NCc3ccco3)s2)cc1OC
 : -4, ., 4, 9, 5, -3.2, -14, -4, -5.6, -12
CN1C(=O)C(=Cc2ccc(N3CCCCCC3)o2)C(=O)N(C)C1=S
 : -3, -3.0, -21, 32, 18, 0.3, 8, 197*, -7.0, 10
O=C(NC1CCCCC1)C1CCC(CNS(=O)(=O)c2ccccc2)CC1 (stereo not drawn)
 : 0, ., ., 5, 23, -4.0, -11, -6, 1.0, -8
O=C(NCc1ccc(C(F)(F)F)cc1)C1CC(c2ccccc2C(F)(F)F)=NO1 (stereo not drawn)
 : 0, 2.5, -4, 6, 15, -3.3, 27, 1, 0.4, -5
CC(C)C(=O)c1c(C(C)C)nn2ccccc12
 : -5, -0.5, 2, 6, ., -2.8, 5, -8, -0.2, 5
COc1cccc(-c2nc(CS(=O)(=O)CC(=O)N3CCN(C)CC3)c(C)o2)c1
 : 6, -2.6, -6, 6, 42, -1.0, -6, 8, -0.5, 3
Cc1csc(NC(=O)CSc2nnc(NC(=O)NC(C)(C)C)s2)n1
 : -4, -1.0, -4, 3, ., 12*, 3, -9, -0.7, 16
CCOC(=O)c1c(/N=C/c2c(O)n(-c3ccccc3F)c(=S)[nH]c2=O)sc2c1CCCC2
 : 2, -0.5, -26, 40, 16, 2.1, -2, 24, -1.4, 7
CC(=O)Nc1ccc(N(C(=O)CNC(=O)c2ccco2)C(C(=O)NCC2CCCO2)c2ccccc2)cc1 (stereo not drawn)
 : 1, ., 0, 3, 26, -1.0, 0, -2, 0.2, 1
CN1OC[C@@H]2CN(Cc3ccccc3)[C@H](c3cccc(-c4ccc(C#N)cc4)c3)C[C@@H]21
 : -1, -0.5, ., -19, ., -4.9, 0, 0, ., -5

Rows are unselected, and some 4.9% of all compounds hit somewhere here.
